# High-throughput results as filed in PubChem BioAssay.
# H9c2 TAG inh – triacylglycerol accumulation inhibition | actives 0.66% (n = 230,000) | inhibition, % at 12.5 µM | H9c2 cells, Nile Red lipid (TAG) fluorescence; cells loaded with 200 µM oleic acid | AID 651582;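 active means pattern-corrected inhibition of lipid staining of at least 50% with the nuclear-stain viability signal not falling by more than 50%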;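 further: 0% = DMSO wells and 100% = triacsin C control wells; some results filed as inactive read as strong as hits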
# H9c2 TAG inh DAPI viability – further read-out of H9c2 TAG inh, marked with its call; DAPI nuclei signal change (viability), lower = more cytotoxic, %;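 whole-well DAPI fluorescence read on a plate reader as a viability signal; minus 50 percent equals half of cells still viable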
# * = called active by the depositor. The list is partial; count on the stated rates, not on these rows.
SMILES,H9c2 TAG inh,H9c2 TAG inh DAPI viability
O=C(NC(c1ccccc1)c1ccc2ccccc2n1)C1CCN(CCOc2ccc(Cl)cc2)CC1 (stereo not given),-6,18
COc1ccccc1C1CC(c2ccc(Cl)cc2)Nc2ncnn21 (stereo not given),-32,4
CCN(CC)C(=S)Nc1ccc(C(=O)OC)cc1,5,-10
Cc1cc2c(ccc3[nH]onc32)n1,0,-13
CN(C)C(=O)c1cccc(-c2cccc3nccn23)c1,-6,1
CCOc1ccc(NC(=O)c2ccc(NC(=O)COC(=O)c3ccc(NC(=O)CC#N)cc3)cc2)cc1,1,4
CCOc1ccc(NCc2cc3cc(OC)ccc3[nH]c2=O)cc1,-3,3
CC1CCCC(NC(=O)COC(=O)C2=COCCO2)C1C (stereo not given),10,-7
CCOc1cc(CNCc2ccccc2)ccc1OCC(=O)NC1CCCCC1,13,5
O=C(NCC1CCCO1)c1ccccc1NS(=O)(=O)c1ccc(Br)s1 (stereo not given),10,2
CC(=NNC(=S)N1CCCCC1)c1ccccn1,6,-18
COc1ccccc1OCC(=O)Nc1ccc(CSc2ccccc2)cc1C,-3,17
CCN(Cc1ccccc1)S(=O)(=O)c1ccccc1Br,-1,0
CCOc1cc(C(=O)Nc2ccc(N3CCOCC3)cc2)cc(Br)c1OC,3,-2
CCOc1ccc2oc(C(=O)OCC(=O)NC(=O)NC)c(C)c2c1,1,2
CCc1ccc(C2CC(c3ccccc3)n3ncnc3N2)cc1 (stereo not given),-28,-9
COc1ccc(-c2noc(N3CCC(C(=O)N(C)c4ccccc4C)CC3)n2)cc1,-6,7
CCOc1ccc(C2=CC(=O)C[C@H](c3ccc(OC)cc3)C2)cc1,-6,-4
O=C(O)CC12CC3CC(C1)CC(n1ncc(NCc4ccco4)c(Cl)c1=O)(C3)C2,9,-4
COc1ccc(C#Cc2c(-c3ccccc3)n(C)c3ccccc23)cc1,-34,1

# Entries of single compounds as entered above. Values in the order: H9c2 TAG inh	H9c2 TAG inh DAPI viability
# COc1ccccc1OCC(=O)Nc1ccc(CSc2ccccc2)cc1C reads -3	17
# O=C(O)CC12CC3CC(C1)CC(n1ncc(NCc4ccco4)c(Cl)c1=O)(C3)C2 reads 9	-4
# CCN(Cc1ccccc1)S(=O)(=O)c1ccccc1Br reads -1	0
# CCc1ccc(C2CC(c3ccccc3)n3ncnc3N2)cc1 (stereo not given) reads -28	-9

# Returning to the listing; the 5 compounds before the break are reprinted first.
SMILES,H9c2 TAG inh,H9c2 TAG inh DAPI viability
CCc1ccc(C2CC(c3ccccc3)n3ncnc3N2)cc1 (stereo not given),-28,-9
COc1ccc(-c2noc(N3CCC(C(=O)N(C)c4ccccc4C)CC3)n2)cc1,-6,7
CCOc1ccc(C2=CC(=O)C[C@H](c3ccc(OC)cc3)C2)cc1,-6,-4
O=C(O)CC12CC3CC(C1)CC(n1ncc(NCc4ccco4)c(Cl)c1=O)(C3)C2,9,-4
COc1ccc(C#Cc2c(-c3ccccc3)n(C)c3ccccc23)cc1,-34,1
CCOC(=O)[C@@H]1[C@H]2COc3cc(OC)ccc3[C@@H]2N2C(=O)N(c3ccccc3)C(=O)[C@]12C,1,-5
COc1cc(/C=C/c2ccc3cccc([N+](=O)[O-])c3n2)ccc1OCC#N,-21,0
CC(C)(C)c1ccc(OCCC(=O)NNC(=O)c2ccccc2)cc1,2,0
COc1ccc(OC)c(-c2csc(NC(=O)C3=NN(c4ccccc4)C(=O)CC3)n2)c1,4,12
O=C(Nc1ccncc1)c1cccc(S(=O)(=O)N2CCCC2)c1,-16,-2
Cc1ccc(S(=O)(=O)Nc2ccc3nc(C)oc3c2)cc1,-26,8
CCOC(=O)C1(CCOc2ccccc2)CCN(Cc2ccc3nonc3c2)CC1,0,-6
O=C1CCc2cc(S(=O)(=O)N3CCCCC3)cc3c2N1CCC3,-1,1
CN(CCCNC(=O)c1cc2c(=O)[nH]c3ccccc3c2n1C)Cc1ccccc1,6,1
COc1ccccc1NC(=O)c1nn(-c2ccc(Cl)cc2)ccc1=O,18,-9
COc1ccc(NC(=O)CNc2cc(C)ccc2C)cc1S(=O)(=O)N1CCOCC1,-16,7
CCOC(=O)C1(CC)CC(CSc2nc3ccccc3[nH]2)OC1=O (stereo not given),-2,8
O=C(/C=C/c1ccc2c(c1)OCO2)Nc1nc(-c2ccccc2)cs1,25,-3
N#CCCN(Cc1cccnc1)C(=S)NC(=O)c1ccco1,14,-5
CCOC(=O)c1c(NC(=O)CNCCOC)sc2c1CCCC2,-18,5
COc1ccc(NS(=O)(=O)c2cccc(C(=O)NCc3ccccc3CN3CCOCC3)c2)cc1,-52,-13
N#C/C(=C\c1ccccc1)c1nc2ncccc2[nH]1,-9,-6
S=c1[nH]nc(-c2cnccn2)n1-c1ccccc1,2,-7
COc1ccc(NC2CC(=O)N(c3cccc([N+](=O)[O-])c3)C2=O)cc1 (stereo not given),7,0
Cc1csc(SCC(=O)N(C)CC(=O)Nc2ccccc2Cl)n1,-8,5
c1ccc2c(N3CCCCC3)nc(N3CCOCC3)nc2c1,11,11
O=S1(=O)CCOCCCN1Cc1ccccc1F,-15,-10
CNC(=S)NNc1nc(-c2ccccc2)c2cc(Cl)ccc2n1,9,2
CCc1ccc(C2c3[nH]c4ccccc4c3CCN2C(=O)c2cc(C)nn2C)cc1 (stereo not given),2,-3
CC[C@H](C)[C@@H](CNC)NC[C@@H](Cc1ccc(O)cc1)NCC(C)(C)C,4,11
CC(C(=O)Nc1ccc(S(=O)(=O)N2CCOCC2)cc1)N1CCN(c2ccccn2)CC1 (stereo not given),1,-2
COc1ccc(C(=O)NCCNc2ccc([N+](=O)[O-])cc2)cc1,-35,2
Cc1ccc(NC(=O)CCl)c(C)c1,2,-8
COc1ccc(CN2CCNC(=O)C2CC(=O)N(C)Cc2ccccn2)cc1OC (stereo not given),-8,-1
O=C(Nc1ccccn1)c1ccc(S(=O)(=O)c2ccc(Cl)cc2)cc1,-23,-1
N#Cc1ccccc1OCCCNC1CCCC1,0,-6
NC(=O)c1nsc(C(=O)N(CC(=O)NCc2ccc3c(c2)OCO3)C2CCCC2)c1N,-15,6
Cc1onc(-c2ccccc2Cl)c1C(=O)Nc1nnc(-c2ccc(Cl)cc2Cl)s1,12,-1
CCC(CO)Oc1cc(NC(=O)Cc2ccccc2)c2ncn(C(C)C)c2c1 (stereo not given),-11,-6
COc1ccc(C2OCC(C)(C)CO2)cc1OC,15,-4
COc1ccc2cc(CN(CC3COCCO3)S(=O)(=O)c3ccc(Cl)cc3)c(=O)[nH]c2c1 (stereo not given),4,5
CCC(=O)N1CCCC1(C)C(=O)Nc1ccc2nc(C)ccc2c1 (stereo not given),-4,4
Cc1cccc(OCC(=O)N(Cc2ccco2)c2c(N)n(Cc3ccccc3)c(=O)[nH]c2=O)c1,7,-3
Cc1nc(CC(C)C)cc(C(=O)N2CCCC(Nc3ccc(C)c(C)c3)C2)n1 (stereo not given),7,-2
CS(=O)(=O)c1ccc(Cl)c(NC(=O)COC(=O)C23CC4CC(CC(C4)C2)C3)c1,-20,-4
Nc1n[nH]c(-c2ccc(Br)cc2)c1Cl,3,-13
c1ccc(CO/N=C(\c2ccc(C3CC3)nc2)C2CC2)cc1,-12,-7
CCCCC(=O)N(C)c1c(C)nc2ccc(C(=O)N(C)CCN(C)C)cn12,-3,-11
O=[N+]([O-])/C=C1\CCCCCN1,10,2
CC1ON=C(c2cccc3ccccc23)N(C)C1=O (stereo not given),7,-6
CCN(C(=O)Cn1cnc2c1c(=O)n(C)c(=O)n2C)C1CCCCC1,-21,2
CCN(CC(=O)Nc1c(F)cccc1F)C(=O)c1ccc(C2SCCS2)cc1,9,-9
COC(=O)c1ccc(COC(=O)CNC(=O)CNC(=O)c2ccc(OC)cc2)cc1,-12,10
CCCn1c(=O)n(C)c(=O)c2c(SC(C)C(=O)NCC3CCCO3)nc(CC(C)C)nc21 (stereo not given),9,-10
Cn1c(CSc2nc3ccccc3s2)nnc1SCC(=O)NCc1cccnc1,13,-8
# Next section:
SMILES,H9c2 TAG inh,H9c2 TAG inh DAPI viability
C[C@@H]1CCCCO[C@H](CN(C)Cc2ccc(C(=O)O)cc2)[C@H](C)CN([C@@H](C)CO)C(=O)c2cc(NC(=O)Nc3ccc(C(F)(F)F)cc3)ccc2O1,14,-8
CN(CC(=O)Nc1cccc(F)c1)C(=O)CCCn1c(=O)oc2ccccc21,2,1
CC(C)N(C(=O)CSc1nnc(C2CC2)n1C1CC1)c1ccccc1,-1,6
COc1ccc(NC(=O)CSc2n[nH]c(-c3ccccc3)n2)cc1S(N)(=O)=O,-9,-3
CC(C)(C)c1ccc(OCC(=O)N(Cc2cccs2)C2CCS(=O)(=O)C2)cc1 (stereo not given),0,-4
O=C(NC1CCCCCC1)c1cc(=O)[nH]c2ccc(S(=O)(=O)N3CCOCC3)cc12,3,-2
O=C(Nc1ccccc1N1CCOCC1)c1ccc2ccccc2n1,-8,0
COc1ccc(/C=N/NC(=O)c2ccc(Cl)c(S(N)(=O)=O)c2)cc1OCC(N)=O,-3,2
Cc1ccc(OCC(=O)Nc2ccc(-c3nnc(-c4ccco4)o3)cc2)cc1,11,-4
Fc1ccc(-c2nnc3ccc(N4CCc5ccccc5C4)nn23)cc1,3,0
CC1CN(Cc2ccccc2)C(=S)NC1=O (stereo not given),-20,3
CCN(CC)c1ccc(NC(=O)c2ccc(NC(=O)C3CCCO3)cc2)c(C)c1 (stereo not given),10,12
C=CCNC(=O)CC(=O)N/N=C/c1ccc(C(=O)OC)cc1,1,3
Cc1cccc(-c2sc(Nc3ccccc3)n[n+]2-c2ccccc2)c1,-10,-4
O=C(Nc1ccccc1N1CCCC1)c1ccc(F)c(S(=O)(=O)N2CCOCC2)c1,0,0
COCCNC(=O)C1(C)CCN(C(=O)c2nc(C)oc2C)C1 (stereo not given),-11,1
COCCNc1nnc(SCC(=O)NNC(=O)c2ccco2)s1,20,-9
CCOC(=O)c1c(NC(=O)Nc2ccc(F)cc2)sc2c1CCN(C)C2,14,9
CCOC(=O)c1c(C)[nH]c2ccc(O)cc12,5,0
CCOC(=O)N1CCN(C(=O)C2CCN(S(=O)(=O)c3ccc(OCC)cc3)CC2)CC1,11,3

# Some of the entries so far, with values under each structure.
# Below each SMILES: H9c2 TAG inh	H9c2 TAG inh DAPI viability
Cn1c(CSc2nc3ccccc3s2)nnc1SCC(=O)NCc1cccnc1
 : 13	-8
CC(C(=O)Nc1ccc(S(=O)(=O)N2CCOCC2)cc1)N1CCN(c2ccccn2)CC1 (stereo not given)
 : 1	-2
O=C1CCc2cc(S(=O)(=O)N3CCCCC3)cc3c2N1CCC3
 : -1	1
O=C(/C=C/c1ccc2c(c1)OCO2)Nc1nc(-c2ccccc2)cs1
 : 25	-3

# Returning to the listing; the 5 compounds before the break are reprinted first.
SMILES,H9c2 TAG inh,H9c2 TAG inh DAPI viability
COCCNC(=O)C1(C)CCN(C(=O)c2nc(C)oc2C)C1 (stereo not given),-11,1
COCCNc1nnc(SCC(=O)NNC(=O)c2ccco2)s1,20,-9
CCOC(=O)c1c(NC(=O)Nc2ccc(F)cc2)sc2c1CCN(C)C2,14,9
CCOC(=O)c1c(C)[nH]c2ccc(O)cc12,5,0
CCOC(=O)N1CCN(C(=O)C2CCN(S(=O)(=O)c3ccc(OCC)cc3)CC2)CC1,11,3
COc1ccc(NC(=O)c2nc[nH]c2C(=O)N[C@H](C)c2ccccc2)cc1,-3,-4
CCC(C)c1ccccc1N1CC(C(=O)NCCC2=CCCCC2)CC1=O (stereo not given),3,-8
COC(=O)COc1cccc2c(=O)n(CC(=O)N3CCCc4ccccc43)ccc12,0,4
O=C(COc1ccccc1-c1ccccc1)N/N=C/c1ccccn1,21,-1
OC[C@@H]1CN(Cc2ccc(-c3ccccc3)cc2)C[C@H](n2cnc3c(NCc4ccc(F)cc4)ncnc32)O1,25,16
COc1c2occc2c(OC)c2c(=O)cc(C(F)(F)F)oc12,3,11
CC(C)C(=O)N1CCN(c2ccc(NC(=O)c3ccc([N+](=O)[O-])o3)cc2)CC1,100,-76
CN(C(=O)COC(=O)CN1C(=O)C2CC=CCC2C1=O)c1ccccc1 (stereo not given),-9,-7
